KCNK3 inh: human KCNK3 channel inhibitors, primary screen, CHO cells, FluxOR thallium flux, B-score; FluxOR fluorescence; stronger effect = lower value; B-score at 10 µM; actives 0.84% (n = 340,000); AID 602410, 2012;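 active means B-score under library mean minus 4 SD, starting fluorescence ratio at most library mean plus 5 SD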;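 further: more negative B-score means stronger inhibition of thallium flux through KCNK3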
Dyrk1A ADPGlo: rat Dyrk1A kinase inhibitors, primary screen, biochemical, single point, plate reader; Dual specificity tyrosine-phosphorylation-regulated kinase 1A (Rattus norvegicus), Q63470; ADP-Glo luminescence, NFATc1 peptide; inhibition, % at 12.5 µM; actives 0.43% (n = 310,000); AID 504441, 2011; in the data active means inhibition above about 50%;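 further: plate controls were vehicle with enzyme for no effect and no enzyme for full effect; many of its hits are not listed in these tables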
TMEM16A act: TMEM16A chloride channel activators or potentiators, primary screen, cell-based, HTS | Anoctamin-1 (Mus musculus), Q8BHY3 | HEK293 TMEM16A/YFP-H148Q/I152L, iodide quench fluorescence; stronger effect = lower value | B-score at 10 µM | actives 0.3% (n = 340,000) | AID 623877, 2012;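 active means fluorescence-ratio B-score plate-corrected deviation score at least 3 library SD below zero, with starting fluorescence score within 5 deviations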;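 further: channel opened by trigger with iodide after compound preincubation; score built on the fluorescence ratio of max minus min over baseline; more negative score means more quench and so TMEM16A activation or potentiation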
Target sequence (Q8BHY3 whole entry, looked up): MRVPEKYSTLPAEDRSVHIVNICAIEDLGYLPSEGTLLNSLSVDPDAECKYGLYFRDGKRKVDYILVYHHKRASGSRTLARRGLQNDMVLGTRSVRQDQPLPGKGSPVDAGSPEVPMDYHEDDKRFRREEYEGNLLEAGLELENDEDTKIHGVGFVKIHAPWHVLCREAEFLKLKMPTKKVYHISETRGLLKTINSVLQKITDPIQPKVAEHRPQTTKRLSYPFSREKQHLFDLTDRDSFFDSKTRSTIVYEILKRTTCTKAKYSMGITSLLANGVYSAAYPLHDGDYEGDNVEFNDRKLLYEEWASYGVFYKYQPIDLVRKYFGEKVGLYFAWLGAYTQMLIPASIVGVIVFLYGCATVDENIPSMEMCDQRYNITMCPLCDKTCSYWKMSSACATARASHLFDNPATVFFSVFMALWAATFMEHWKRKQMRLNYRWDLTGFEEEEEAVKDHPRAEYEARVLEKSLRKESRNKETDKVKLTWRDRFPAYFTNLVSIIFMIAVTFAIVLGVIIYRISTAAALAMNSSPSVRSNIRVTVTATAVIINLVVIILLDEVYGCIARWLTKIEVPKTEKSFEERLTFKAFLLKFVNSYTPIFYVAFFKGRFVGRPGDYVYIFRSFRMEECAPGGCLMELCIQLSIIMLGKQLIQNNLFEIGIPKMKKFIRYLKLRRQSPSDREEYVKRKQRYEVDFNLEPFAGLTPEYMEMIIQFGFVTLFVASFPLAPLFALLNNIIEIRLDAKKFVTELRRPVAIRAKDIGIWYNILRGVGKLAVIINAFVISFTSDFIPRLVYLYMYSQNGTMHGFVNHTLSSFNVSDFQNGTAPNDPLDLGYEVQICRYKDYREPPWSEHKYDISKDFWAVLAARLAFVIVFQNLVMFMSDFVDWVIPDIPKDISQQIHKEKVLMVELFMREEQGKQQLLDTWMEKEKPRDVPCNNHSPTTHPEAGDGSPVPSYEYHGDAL
HDAC3 inhib: HDAC3 deacetylase inhibitors, primary screen, biochemical, fluorescence, cell-free homogeneous; Histone deacetylase 3 (Homo sapiens), O15379; recombinant HDAC3, fluorogenic peptide/trypsin coupled; inhibition, % at 8.3 µM; actives 0.15% (n = 320,000); AID 2718, 2010; in the data active means inhibition above about 26%, passing the limit was not always enough; inconclusive means no clear call, values can overlap the other calls
* = called active by the depositor; i = inactive; ? = inconclusive.

SMILES	KCNK3 inh	Dyrk1A ADPGlo	TMEM16A act	HDAC3 inhib
O=C(C[n+]1cccc(C(=O)N/N=C/c2ccc(Br)cc2)c1)c1ccccc1	i	2	i	8
C=CCn1c(SCC(=O)Nc2c(C)n(C)n(-c3ccccc3)c2=O)nc2ccccc2c1=O	i	7	i	-2
Cc1nn(-c2ccccc2)c2[nH]c(=O)cc(C(F)F)c12	i	29	i	-2
C[C@@H](NC(=O)c1[nH]cnc1C(=O)Nc1ccc(Cl)cc1)c1ccccc1	i	5	i	11
CCOC(=O)C1CCCN(C(=O)CNC(=O)c2ccc(Br)o2)C1 (stereo not given)	i	6	i	-1
C[C@H]1COC(=O)[C@H](CC(=O)OC(C)(C)C)C/C=C\C[C@@H](CC(=O)N(CCO)Cc2ccccc2)C(=O)N1	i	-9	i	-9
COc1ccccc1C(C)NC(=O)CCNC(=O)c1ccc(Cl)cc1 (stereo not given)	i	0	i	-2
Cc1ccc(S(=O)(=O)N2CCC(C(=O)OCC(=O)NCc3cccc(Cl)c3)CC2)cc1C	i	-1	i	-2
Cc1ccc(/C=C/C(=O)OCC(=O)Nc2cccnc2Cl)cc1	i	-4	i	-2
C[C@@H]1CN([C@H](C)CO)C(=O)c2cc(NS(=O)(=O)c3cn(C)cn3)ccc2O[C@@H]1CN(C)S(C)(=O)=O	i	-1	i	0
N#CC1(NC(=O)CSc2nnc(Cc3ccccc3)o2)CCCCC1	i	8	i	-2
Cc1ccc(C(=O)c2ccccc2C(=O)OCC(=O)N2CC(C)CC(C)C2)cc1 (stereo not given)	i	3	i	2
CC1CN(C(=O)COc2ccc3ccccc3c2)CC(C)O1 (stereo not given)	i	-4	i	-1
COc1cc(OC)cc(C(=O)NNC(=O)CCC2CCCC2)c1	i	-4	i	-2
O=C(O)C1CCN(S(=O)(=O)c2ccc(Cl)s2)CC1	i	3	i	-9
CCN(C(=O)C(C)OC(=O)c1nn(-c2ccccc2C(F)(F)F)cc1O)c1ccccc1 (stereo not given)	i	-3	i	-3
O=C(CSc1nnc(-c2ccncc2)o1)Nc1cc(Cl)ccc1C(=O)O	i	5	i	-1
CCOC(=O)[C@@H]1[C@H]2COc3cc(OC)ccc3[C@H]2N2C(=O)N(c3ccc(C(F)(F)F)cc3)C(=O)[C@]12C	i	-2	i	?
C[C@H]1CN([C@@H](C)CO)C(=O)c2cccc(NC(=O)c3ccc(-c4nccs4)cc3)c2O[C@@H]1CN(C)C(=O)NC1CCCCC1	i	12	i	9
COc1ccc2c(c1)[C@H]1[C@H](CO2)[C@H](c2ccccc2)[C@]2(C)C(=O)Nc3ccc(F)cc3C(=O)N12	i	-9	i	4
CC(=O)Nc1cc(NC(C)=O)cc(C(=O)OCC(=O)N(c2ccccc2)C2CCS(=O)(=O)C2)c1 (stereo not given)	i	-3	i	4
COc1ccc(NC(=O)COC(=O)c2ccc3ccccc3n2)c(OC)c1	i	3	i	0
COc1cccc(NC(=O)CN(C)C(=O)c2cc(-c3ccc(C)o3)nc3ccccc23)c1	i	-5	i	-44
CC(C)(C)NC(=O)CN1CCCN(C(=O)c2cccc(S(=O)(=O)N3CCc4ccccc43)c2)CC1	i	0	i	1
CCn1nnc2cc(C(=O)Nc3ccc(C(=O)OC(C)C)cc3)ccc21	i	-4	i	-9
Cc1cccc(C)c1NC(=O)CNC(=O)c1cnccn1	i	0	i	2
CC(C)[C@H](NC(=O)c1ccc(F)cc1)C(=O)N(C)Cc1cccs1	i	3	i	1
N#Cc1ccc(C(=O)OCC(=O)N2CCN(C(=O)c3ccco3)CC2)cc1	i	6	i	1
CCc1nc2ccccc2c(C(=O)OCC(=O)N(C)Cc2ccccc2)c1C	i	2	i	-8
Cc1c(C(=O)OCC(=O)NC(=O)NC2CCCCC2)cccc1[N+](=O)[O-]	i	5	i	2

Single entries from the entries so far:
Value for CC(C)[C@H](NC(=O)c1ccc(F)cc1)C(=O)N(C)Cc1cccs1 in HDAC3 inhib: 1
Value for CC(C)(C)NC(=O)CN1CCCN(C(=O)c2cccc(S(=O)(=O)N3CCc4ccccc43)c2)CC1 in HDAC3 inhib: 1
Value for C[C@H]1CN([C@@H](C)CO)C(=O)c2cccc(NC(=O)c3ccc(-c4nccs4)cc3)c2O[C@@H]1CN(C)C(=O)NC1CCCCC1 in HDAC3 inhib: 9
Value for CCc1nc2ccccc2c(C(=O)OCC(=O)N(C)Cc2ccccc2)c1C in HDAC3 inhib: -8

Next part.
SMILES	KCNK3 inh	Dyrk1A ADPGlo	TMEM16A act	HDAC3 inhib
COc1cc(OC)cc(-c2cc3ccc(OC)cc3cn2)c1	i	9	i	6
Cc1ccc(S(=O)(=O)N2CCN(c3ncnc4scc(-c5ccccc5)c34)CC2)cc1	i	-5	-31*	3
COc1ccc(CN2Cc3cccc4c3[C@@H](CC2=O)[C@H](O)[C@H](O)C4)cc1	i	-13	-9.2*	-11
CC(Sc1ccc(S(=O)(=O)N2CCN(C)CC2)cn1)C(=O)NC1CCCCC1 (stereo not given)	i	-4	i	-8
Nc1c(C(=O)CSc2ncccn2)c(=O)[nH]c(=O)n1C1CC1	i	0	i	6
CC(C)(C)OC(=O)NCCCCCNC(=O)c1nc[nH]c1C(=O)N1CCN(c2ccccc2)CC1	i	7	i	5
COC(=O)c1c(C)[nH]c(C(=O)OCC(=O)c2c(N)n(CC(C)C)c(=O)n(C)c2=O)c1C	i	5	i	9
Cc1ccc(NC(=O)CSc2nnc(C3CC3)n2C)cc1S(=O)(=O)N1CCCCC1	i	-10	i	0
C[C@@H]1CN([C@@H](C)CO)C(=O)c2cccc(NS(C)(=O)=O)c2O[C@H]1CN(C)Cc1ccc(C(=O)O)cc1	i	7	i	-4
Cc1ccc(C(=O)NCc2ccccc2CN2CCCC2)cc1S(=O)(=O)N1CCOCC1	i	-5	i	-1
CN(CC(=O)NC1CCN(Cc2ccccc2)CC1)S(=O)(=O)c1ccc(Cl)s1	i	-2	i	4
CC(OC(=O)c1ccc(Cl)cc1O)C(=O)NCCC1=CCCCC1 (stereo not given)	i	-1	i	-5
Cc1noc(NS(=O)(=O)c2ccc(NC(=O)c3cc4ccccc4o3)cc2)c1C	i	25	i	7
O=C(COC(=O)c1ccccc1O)NCc1ccccc1Cl	i	-5	i	1
O=C1C=C(c2cccc(Br)c2)C[C@@H](c2ccc(Cl)cc2)C1	i	-14	i	5
COc1ccc([C@]2(C(C)C)ON(c3ccccc3C(F)(F)F)C2=O)cc1	i	7	i	-4
COc1ccc2nc(NC(=O)c3cccc(N4C(=O)CCC4=O)c3)sc2c1	i	24	i	3
COc1ccccc1C1=CN(Cc2ccccc2)CCC1=O	i	-9	i	0
COc1cc(C(=O)OCC(=O)N2CCCC2)cc2c1OCCO2	i	-2	i	0
COc1ccc([C@H]2CC(=O)C=C(c3ccnc4ccc(Cl)cc34)C2)cc1	i	19	i	-11
COc1ccc(C(C)(C)C)cc1NC(=O)C1CC(=O)N(C2CCCC2)C1 (stereo not given)	i	-2	i	1
Cc1[nH][nH]c(=O)c1C	i	3	i	0
O=C(O)C(C(=O)Oc1ccccc1)C(C(=O)O)C(=O)Oc1ccccc1 (stereo not given)	i	-2	i	-9
CCCNC(=O)C(CC)NC(=O)c1ccc(C#N)cc1 (stereo not given)	i	2	i	-5
COCCN(C(=O)CSCC(=O)Nc1ccc(C)cc1)c1c(N)n(CC(C)C)c(=O)[nH]c1=O	i	-1	i	-12
CC1(C2CC2)NC(=O)N(CC(=O)Nc2ccc(SC(F)F)cc2)C1=O (stereo not given)	i	6	i	7
CC(=O)Nc1ccc2c(COC(=O)[C@@H](NS(=O)(=O)c3ccc(C)cc3)C(C)C)cc(=O)oc2c1	i	-1	i	-170
CC(C)(C)C(CCl)C(=O)NN=C(c1ccccc1)c1ccccc1 (stereo not given)	i	4	i	-2
O=C(COC(=O)C1CC2CCCC(C1)C2=O)NC1CCCCC1 (stereo not given)	i	-2	i	-3
Cc1cc(Br)ccc1NC(=O)CN(C)C(=O)C1CSC2(C)CCC(=O)N12 (stereo not given)	i	-1	i	7

Limited to HDAC3 inhib and TMEM16A act, for some of the entries so far:
molecule	HDAC3 inhib	TMEM16A act
COc1ccc([C@]2(C(C)C)ON(c3ccccc3C(F)(F)F)C2=O)cc1	-4	i
COc1ccc(C(C)(C)C)cc1NC(=O)C1CC(=O)N(C2CCCC2)C1 (stereo not given)	1	i

Five entries from above, sorted by the number in HDAC3 inhib, high to low.
SMILES	KCNK3 inh	Dyrk1A ADPGlo	TMEM16A act	HDAC3 inhib
COc1ccc(C(C)(C)C)cc1NC(=O)C1CC(=O)N(C2CCCC2)C1 (stereo not given)	i	-2	i	1
Cc1[nH][nH]c(=O)c1C	i	3	i	0
COc1ccc([C@]2(C(C)C)ON(c3ccccc3C(F)(F)F)C2=O)cc1	i	7	i	-4
CCCNC(=O)C(CC)NC(=O)c1ccc(C#N)cc1 (stereo not given)	i	2	i	-5
COc1ccc([C@H]2CC(=O)C=C(c3ccnc4ccc(Cl)cc34)C2)cc1	i	19	i	-11

More entries:
SMILES	KCNK3 inh	Dyrk1A ADPGlo	TMEM16A act	HDAC3 inhib
CCCCc1ccc(CC(=O)Nc2cc(S(=O)(=O)N3CCOCC3)ccc2O)cc1	i	3	i	5
CCCCn1c(N)c(N(CCOC)C(=O)CN2C(=O)C3CCCCC3C2=O)c(=O)[nH]c1=O (stereo not given)	i	-3	i	-1
O=C1N[C@H](Cc2ccccc2)COC(=O)[C@H](Cc2ccc(F)cc2)C/C=C\C[C@@H]1CC(=O)N(CCO)Cc1ccccc1	i	-5	i	14
Cc1ccccc1C(=O)N1CCC(C(=O)OCc2ccccn2)CC1	i	-3	i	-6
C=CC(=O)Nc1cccc(Oc2ncnc3[nH]cc(-c4cnc5ccccc5c4)c23)c1	i	9	i	3
Cc1noc(C)c1NC(=O)N(C)C[C@H]1Oc2c(NC(=O)C3CCCCC3)cccc2C(=O)N([C@H](C)CO)C[C@@H]1C	i	0	i	-1
COc1ccc(NS(=O)(=O)c2cccc(C(=O)NNC(=O)c3ccc(O)c(Cl)c3)c2)cc1	i	-1	i	4
C=CCOc1ccc(CN(C)c2ccc(S(=O)(=O)N3CCN(C)CC3)cc2[N+](=O)[O-])cc1	i	0	i	3
CN(C(=O)COC(=O)c1cc2ccccc2cc1O)c1ccccc1	i	-4	i	-12
C[C@H](CO)N1C[C@H](C)[C@@H](CN(C)C(=O)Nc2ccc(C(F)(F)F)cc2)Oc2ccc(NC(=O)Cc3ccccc3)cc2C1=O	i	-9	i	-2
Cc1c(C(=O)OCC(=O)NCc2ccco2)oc2ccccc12	i	0	i	1
CC(C(=O)OCC(=O)N1CCCCC1)N1C(=O)c2ccccc2C1=O (stereo not given)	i	-2	i	0
Cc1c(NC(=O)COc2ccccc2Cl)c(=O)n(-c2ccccc2)n1C	i	-2	i	2

Bioassay records deposited in PubChem BioAssay by several laboratories.

Not all compounds are listed; count on the stated rates, not on these rows.
